DDE Tn7 FP inh: disrupts Tn7 cyclic peptide binding to fibrin D-Dimer-E complex; 370,000 tested, 0.13% active; P02675; inhibition, % at 8.3 µM; FP displacement of FITC-Tn7 peptide from fibrin DD(E); 0% = median of compound wells per plate;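 active means inhibition above the mean of compounds falling within the control limits plus 3 SD of them, cut at about 14% in these data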;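 further: 0% = plate median of compound wells and 100% = 10 µM Aha-Tn7 peptide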
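Measure: % inhibition scaled between sample-field median and high-control FP; Test system: human fibrin DD(E); Quantity: 2 µM final DD(E) protein; Doses: one dose, 8.3 µM nominal; Schedule: compound with protein 10 min, then 3 h after probe, room temperature; Detection: fluorescence polarization; Medium: Tris buffer with calcium and detergent, pH 7.8.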
PLC-beta3 inh: inhibitors of human phospholipase C beta3; Q01970; Purified PLC-beta3, fluorogenic substrate, fluorescence; inhibition, % at 12.2 µM; 370,000 tested, 0.18% active; AID 720704; in the data active means inhibition above about 11%;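 further: 0% = median of compound wells on plate and 100% = full blocker control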
Rev-erbA mod: modulators of human Rev-erb alpha DNA binding; P20393; Rev-erbα–FITC-DNA binding, fluorescence polarization, 90 min; activity, % at 10 µM; 370,000 tested, 0.79% active; AID 1259318;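 active means activity above about 14%, limit read from the data; passing the limit was not always enough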;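 further: 0% = DMSO wells with 35 nM protein and 100% = DMSO wells with 750 nM protein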
DDE Tn6 FP inh: disrupts Tn6 cyclic peptide binding to fibrin D-Dimer-E complex; AID 720509; inhibition, % at 8.3 µM; Fibrin DD(E) TRITC-Tn6 fluorescence polarization displacement; 370,000 tested, 0.21% active; P02675;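 active means inhibition above a per-campaign cutoff: mean of compounds within control limits plus 3 SD, cut at about 15% in these data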;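 further: 0% = median of all compound wells on the plate and 100% = blocking peptide control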
ASAP1 inh: inhibitors of human ASAP1 ArfGAP activity | Q9ULH1 | ASAP1-stimulated ARF1 GTP hydrolysis, GDP FP detection | inhibition, % at 16.5 µM | 360,000 tested, 0.19% active | AID 624377; in the data active means inhibition above about 25%;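 further: 0% = vehicle with enzyme and substrate and 100% = no enzyme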
UHRF1 binding: blocks human UHRF1 binding to methylated DNA; UHRF1 binding to methylated oligo, TR-FRET; inhibition, % at 4.4 µM; 370,000 tested, 0.75% active; in the data active means inhibition above about 21%;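 further: UHRF1 SRA domain binding a hemimethylated CpG hairpin DNA probe; 0% = median of test compound wells and 100% = reference inhibitor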
Target sequence (Q96T88 whole entry, looked up, the tested form may be a part): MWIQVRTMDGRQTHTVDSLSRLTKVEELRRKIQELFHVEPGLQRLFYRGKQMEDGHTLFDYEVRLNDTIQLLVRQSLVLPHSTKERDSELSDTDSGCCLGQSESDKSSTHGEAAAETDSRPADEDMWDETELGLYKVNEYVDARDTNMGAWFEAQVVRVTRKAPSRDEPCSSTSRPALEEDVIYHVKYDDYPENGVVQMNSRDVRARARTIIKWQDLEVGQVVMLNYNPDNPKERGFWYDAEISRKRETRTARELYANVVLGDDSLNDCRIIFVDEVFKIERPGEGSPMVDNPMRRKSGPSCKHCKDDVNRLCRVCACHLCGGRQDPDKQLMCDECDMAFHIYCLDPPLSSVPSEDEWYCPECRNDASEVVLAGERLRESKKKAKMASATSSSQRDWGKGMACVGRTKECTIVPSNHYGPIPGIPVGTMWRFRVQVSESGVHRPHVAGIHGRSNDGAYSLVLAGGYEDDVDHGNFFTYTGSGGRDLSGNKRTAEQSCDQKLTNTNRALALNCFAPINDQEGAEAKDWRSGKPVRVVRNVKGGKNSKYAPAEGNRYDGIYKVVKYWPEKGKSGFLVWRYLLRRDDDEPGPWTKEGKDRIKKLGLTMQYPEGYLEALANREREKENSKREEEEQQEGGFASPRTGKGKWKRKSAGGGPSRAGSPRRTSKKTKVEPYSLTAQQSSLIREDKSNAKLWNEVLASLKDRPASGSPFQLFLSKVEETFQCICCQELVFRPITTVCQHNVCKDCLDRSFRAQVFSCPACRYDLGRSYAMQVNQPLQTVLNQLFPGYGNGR
HGIII-sPLA2 inh: Blocks human group III sPLA2 activity | AID 743126 | 370,000 tested, 0.56% active | inhibition, % at 12.2 µM | QFRET BODIPY PC-A2 liposome hydrolysis, fluorescence;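 active means inhibition above mean plus 3 SD of compounds lying within the high and low control bounds, cut at about 19% in these data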;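 further: 0% = median of test compound wells and 100% = no enzyme DMSO wells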
ARFGAP1 inhibitor: inhibitors of rat ARFGAP1; Q62848; Arfgap1-stimulated ARF1 GTP hydrolysis, GDP FP detection; inhibition, % at 16.5 µM; 360,000 tested, 0.26% active;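 active means inhibition above a per-plate limit, mean inhibition of low control wells plus 3 SD, cut at about 25% in these data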;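 further: 0% = DMSO wells with enzyme and 100% = wells lacking Arfgap1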
Target sequence (Q62848 1-136 limits assumed): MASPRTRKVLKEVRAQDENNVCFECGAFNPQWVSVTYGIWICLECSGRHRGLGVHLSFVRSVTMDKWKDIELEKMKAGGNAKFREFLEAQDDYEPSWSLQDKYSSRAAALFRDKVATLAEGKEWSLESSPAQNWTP
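Repeats: one replicate per compound; assay system: rat Arfgap1 catalytic domain, aa 1-136; times: enzyme reaction 120 min at 25 °C after 20 min preincubation; detection: FP of antibody-bound GDP Alexa 633 tracer, ex 620/em 688 nm; benchmarks: high control wells lacking Arfgap1, low control full reaction with DMSO; reagent: human ARF1(Δ1-17)-GTP substrate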
proKLK7 act: activators of human kallikrein-7 zymogen | 370,000 tested, 0.9% active | purified proKLK7, EDANS-DABCYL substrate fluorescence; 100% is mature enzyme control, 0% vehicle | activation, % at 7 µM | AID 652039;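 active means activation above the mean of all tested compounds plus 3 SD, computed per campaign excluding outliers beyond control limits, cut at about 13% in these data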
PLC-gamma1 inh: blocks human PLC-gamma1 enzyme activity; P19174; purified PLC-gamma1, fluorogenic substrate, fluorescence; inhibition, % at 12.2 µM; 370,000 tested, 0.84% active; AID 720700; in the data active means inhibition above about 9.5%
An asterisk follows results filed as active; i = inactive; . = not tested or not shown.

SMILES	DDE Tn7 FP inh	PLC-beta3 inh	Rev-erbA mod	DDE Tn6 FP inh	ASAP1 inh	UHRF1 binding	HGIII-sPLA2 inh	ARFGAP1 inhibitor	proKLK7 act	PLC-gamma1 inh
O=C(Nc1ccc(O)cc1)C1CC=CCC1 (configuration not stated)	2	0	4	-4	11	10	6	2	0.0	-1
CCCCn1c(=O)[nH]c(=O)c2c1nc(-c1cc3c(cc1Br)OCO3)n2C	-6	-1	3	1	7	-2	0	-2	0.3	1
O=C(CSc1ccccn1)N/N=C/c1c[nH]c2ccccc12	-2	0	0	2	-4	4	-7	3	0.4	2
Cc1cccc(NC(=O)C2CCN(S(=O)(=O)c3ccc4c(c3)NC(=O)CO4)CC2)c1	3	-3	7	-6	16	-3	-21	2	0.3	3
Cc1[nH]c2ccccc2c1C(=O)CSc1nc2ccccc2[nH]1	6	7	3	-8	2	0	-38	16	-0.4	5
N#CCSc1nc(N)c(C#N)c(C2CCCCC2)c1C#N	5	-11	-4	3	1	0	-15	6	0.1	-9
COc1ccc(-c2nc(N3CCN(C)CC3)sc2-c2ccc(OC)cc2)cc1	-1	-29	-2	2	4	-2	1	-7	0.2	-12
O=C(Nc1ccccc1)c1ccc2c(c1)OCO2	5	0	0	-4	1	0	15	3	-0.4	9
Cc1ccc2nc(N=C(N)N)nc(C)c2c1	-1	-2	2	7	-6	-9	4	-8	-4.1	-3
Cc1oc(-c2ccc3c(c2)OCCO3)cc1C(=O)NC(Cc1ccccc1)C(=O)O (configuration not stated)	-8	-10	-4	-4	-10	1	-3	0	-0.5	-3
Cc1ccc(C(=O)OCC(=O)NCc2ccccc2)s1	-8	1	-7	-5	2	0	6	6	0.3	3
CN(C(=O)c1cccc(NC(=O)Cc2cccc(NC(=O)C3CCN(C(=O)C4CCC4)CC3)c2)c1)C1CC1	-8	1	0	0	-11	-1	-4	9	0.9	1
CCOc1ccc(S(=O)(=O)N2CCC(C(=O)NCc3ccco3)CC2)cc1	0	-5	-4	-4	-5	-2	-3	-1	-0.1	1
Cc1ccc(S(=O)(=O)NCCCC(=O)N2CCC(C)CC2)cc1	1	-6	-2	5	-12	3	-3	6	-0.1	-2
O=C(CN1CCN(Cc2ccccc2Cl)CC1)N/N=C/c1ccco1	4	-11	1	3	12	-1	4	-3	0.2	-5
CCOC(=O)c1ccc(NC(=S)N(CCN2CCCCCC2)Cc2cccs2)cc1	0	-5	4	-2	4	-1	-5	11	0.7	0
CCOc1ccc(CSC(=N)N)cc1Cl	7	-5	-3	2	-5	0	26*	1	0.3	2
CCNC(=O)C[C@H]1CC[C@H]2[C@@H](COc3ccc(NC(=O)Nc4ccccc4)cc3C(=O)N2C)O1	6	3	34*	4	.	6	-14	.	0.6	8
COc1cccc(C2=Nc3cccc4cccc(c34)N2)c1	8	-6	-5	-12	15	2	19	3	-1.5	0
O=C(CNC(=O)c1ccccc1F)OCn1nnc2ccccc2c1=O	5	1	-5	3	10	0	12	1	0.1	0
Cc1ccc(/C=C/C(=O)Nc2cccc3ncccc23)o1	-5	-63	3	-5	-4	-7	-14	4	-0.5	-62
CC(NS(=O)(=O)c1ccc(OCC(=O)N2CCCC2)cc1)c1ccccc1 (configuration not stated)	0	-3	1	4	-3	-4	5	0	0.1	1
COc1ccc(CCNC(=O)c2ccc3nc(N4CCOCC4)sc3c2)cc1OC	4	1	-8	1	5	1	4	12	0.5	0
N#CCCn1cc(C(N)=O)c(-c2cccs2)n1	4	-2	2	10	-4	-3	-1	-8	0.6	0
Cc1ccccc1C(=O)OCC(=O)N1CC(=O)Nc2ccccc21	0	-7	1	-2	4	1	-4	1	-0.4	-2
CC(=O)c1ccc(OCC(C)C)c(CC(C(N)=O)C(N)=O)c1	-3	12*	-7	-4	-15	2	1	0	-0.2	7
COc1ccc(NC(=O)CC2C(=O)N(c3ccc(OC)cc3)C(=O)N2C(C)C)cc1 (configuration not stated)	3	-1	1	-2	11	0	-1	-1	-0.5	1
Cc1ccccc1CNC(=O)/C=C\C(=O)O	2	2	1	2	12	0	1	-23	0.9	-2
CCOC(=O)C1CCCN(C(=O)CN2C(=O)c3ccccc3S2(=O)=O)C1 (configuration not stated)	-5	-9	1	3	-5	2	5	8	0.9	2
Cc1ccc(-c2noc(-c3cc4ccccc4oc3=O)n2)cc1	-6	-14	33*	-1	-1	-5	1	-7	-0.3	-7
COc1ccc(C=NNC(=O)Cc2cc(=O)[nH][nH]2)c(OC)c1	10	-2	-1	-6	.	-6	4	.	0.1	-39
Cc1cc(C)cc(-c2nc(-c3ccncc3)no2)c1	3	-1	-1	0	-4	1	13	1	0.1	0
COc1ccc(CCNCc2csc3nc4ccccc4n23)cc1OC	5	1	1	0	0	-3	-3	-16	0.7	0
Nc1ccc(S(=O)(=O)NCC(=O)OCCOc2ccccc2)cc1[N+](=O)[O-]	0	3	-5	-7	0	0	-3	7	-0.1	4
CC1(C)CC(=O)C=C(NC2CCCC(O)C2)C1 (configuration not stated)	3	4	-1	4	-3	3	-1	6	-0.3	1
O=C(NC1CC2CCCC(C1)N2Cc1ccccc1)C1CCCCC1 (configuration not stated)	-8	3	-3	2	4	4	4	-1	-0.7	0

Some of these compounds in order of the ARFGAP1 inhibitor value, highest first.
Structure	ARFGAP1 inhibitor
Cc1ccc(/C=C/C(=O)Nc2cccc3ncccc23)o1	4
Cc1oc(-c2ccc3c(c2)OCCO3)cc1C(=O)NC(Cc1ccccc1)C(=O)O (configuration not stated)	0
COc1ccc(NC(=O)CC2C(=O)N(c3ccc(OC)cc3)C(=O)N2C(C)C)cc1 (configuration not stated)	-1

New compounds follow.
SMILES	DDE Tn7 FP inh	PLC-beta3 inh	Rev-erbA mod	DDE Tn6 FP inh	ASAP1 inh	UHRF1 binding	HGIII-sPLA2 inh	ARFGAP1 inhibitor	proKLK7 act	PLC-gamma1 inh
COc1cc(SC)ccc1C(=O)Nc1ncc(Cl)cc1Cl	-5	1	5	2	1	2	5	13	0.3	5
Cc1cccc2cc(CN(Cc3ccc(F)cc3)C(=O)N(C)C)c3nnnn3c12	0	-1	5	6	-9	1	1	11	0.2	-2
CCc1ccccc1NC(=O)N1CCC(NC(=O)C(Cc2ccc(OC)c(OC)c2)NC(C)=O)CC1 (configuration not stated)	8	4	-2	-5	-6	-1	5	0	0.2	0
CCCOc1cccc(C2C(C(=O)c3cccs3)=C(O)C(=O)N2CCN2CCOCC2)c1 (configuration not stated)	7	-7	0	5	-1	-2	-1	-7	-0.1	-2
CCOC(=O)CCP(=O)(O)C(O)(c1ccccc1)c1ccccc1	5	3	-7	5	-6	-3	3	-3	0.1	4
CC(=O)c1ccc(NC(=S)NCCc2ccc(S(N)(=O)=O)cc2)cc1	4	-8	0	15*	-10	-1	-4	-13	0.3	-3
C[C@H](CO)N1C[C@H](C)[C@@H](CN(C)C(=O)Nc2ccc3c(c2)OCO3)Oc2c(NC(=O)Cc3ccccc3)cccc2C1=O	1	-11	-6	-1	-1	1	6	2	1.0	-5
CC(C)(C)OC(=O)COc1cc(F)ccc1[N+](=O)[O-]	-4	2	0	-1	-4	1	-1	1	0.1	0
O=C1NC2(CCCCCC2)Cc2ccccc21	-2	1	-3	4	4	-2	7	-5	-0.2	-1
CCn1nc(C)c(CN2CCC(C(=O)Nc3cccc(-c4cccc(F)c4)c3)CC2)c1C	6	-8	-7	4	-4	4	-5	-1	0.2	1
COc1ccc2[nH]c(CN3CCN(CCC(C)C)C(CCO)C3)c(C)c2c1 (configuration not stated)	-4	-16	1	2	-6	4	-16	3	3.8	-5
CCN(CC)S(=O)(=O)c1ccc2c(c1)nc(SCC(N)=O)n2-c1ccc(OC)cc1	4	-2	-6	4	11	0	-6	-7	-0.2	-1

Two of the compounds above, with the structure last.
DDE Tn7 FP inh	PLC-beta3 inh	Rev-erbA mod	DDE Tn6 FP inh	ASAP1 inh	UHRF1 binding	HGIII-sPLA2 inh	ARFGAP1 inhibitor	proKLK7 act	PLC-gamma1 inh	structure
0	3	-5	-7	0	0	-3	7	-0.1	4	Nc1ccc(S(=O)(=O)NCC(=O)OCCOc2ccccc2)cc1[N+](=O)[O-]
7	-5	-3	2	-5	0	26*	1	0.3	2	CCOc1ccc(CSC(=N)N)cc1Cl

Continued.
SMILES	DDE Tn7 FP inh	PLC-beta3 inh	Rev-erbA mod	DDE Tn6 FP inh	ASAP1 inh	UHRF1 binding	HGIII-sPLA2 inh	ARFGAP1 inhibitor	proKLK7 act	PLC-gamma1 inh
COC(=O)c1cccc(NC(=O)c2cc(OC)c(OC)c(OC)c2Br)c1	-4	3	7	0	-9	-3	1	-8	0.2	-2
Cc1ccc2nc(CNC(=O)C3CCC(=O)N(Cc4ccccc4F)C3)cn2c1 (configuration not stated)	-5	-5	-1	2	0	-1	-7	-1	0.2	-3
Cc1ccc2nc(SCC(=O)NCC3CCCO3)c(C#N)cc2c1 (configuration not stated)	2	-6	-2	-3	12	4	1	12	0.4	-6
COc1ccc(Oc2c(C)oc3c(CN4CCOCC4)c(O)ccc3c2=O)cc1	-10	-136	7	-5	12	-1	-3	2	7.3	-113
CCOC(=O)c1c(-c2cccc([N+](=O)[O-])c2)csc1NC(=O)CCCOc1ccccc1	0	-2	-1	-2	-16	0	3	-1	-0.2	2
CCOc1ccccc1C1CC(=O)NC2=C1C(=O)CCC2 (configuration not stated)	-4	4	5	-8	-15	-1	2	1	0.1	7
CN1CCN(c2nc3c(c(=O)[nH]c(=O)n3C)n2CCCSc2nnnn2-c2ccccc2)CC1	-6	-8	-4	6	-6	4	6	5	0.6	0
O=C1CC2C(=O)NCCN2C(=NC(=O)c2ccccc2)N1 (configuration not stated)	-6	-8	-6	4	-7	10	3	-1	0.1	-3
CCOCCCNC(=O)C1CCCN(S(=O)(=O)CC)C1 (configuration not stated)	-1	3	6	-3	-13	2	0	-2	-0.5	2
Cc1ccc(S(=O)(=O)N(C(=O)c2ccncc2)c2ccc(OC(=O)c3ccncc3)cc2)c(C)c1	0	-38	-1	-4	-2	1	-28	1	-1.2	4
O=C(OCC(=O)N1CCCC1)c1cccc(Br)c1	-7	-3	2	5	-7	-1	-2	6	-0.4	1
COc1ccc(NC(=O)CSc2nnc(Cc3cccn3C)n2CCc2ccccc2)cc1OC	1	-8	-4	1	-6	-1	-20	-5	0.2	-1
O=C(NCCCn1ccnc1)/C(=C\c1cccs1)NC(=O)c1cccs1	4	2	4	4	3	-2	1	-4	0.2	2
CC1CCC(N2CCN(c3ccc([N+](=O)[O-])cc3)CC2)CC1 (configuration not stated)	1	1	2	-7	11	-1	9	8	0.0	4
O=C(Nc1ccccc1Cl)c1cc(C2CCCN(C(=O)c3cccc(O)c3)C2)on1 (configuration not stated)	-2	6	-5	2	-9	-2	-41	-5	-0.2	6
Cc1cc(=O)oc2cc(NS(=O)(=O)c3ccc(F)cc3)ccc12	4	i	-7	3	-9	0	-5	-5	79*	i
COCCN(C(=O)CCc1nnc(CCc2c[nH]c3ccccc23)o1)C(C)C	-3	1	6	1	19	-4	-23	6	-0.5	2
CCOC(CCNC(=O)c1cc2c(=O)[nH]c3ccccc3c2s1)OCC	2	-50	-6	-6	3	1	11	18	-0.7	-29
